Compound activity deposited in PubChem BioAssay by several laboratories.
iPSC survival up = enhancers of single-cell hiPSC survival, primary screen, ATPlite luminescence; 100% = ROCK inhibitor wells, 0% = DMSO; survival enhancement, % at 20 µM; 360,000 compounds, 0.044% hits; AID 602274, 2012; in the data active means survival enhancement above about 18%;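 further: cells exposed to compounds for 16 hours before the ATP read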
TRPM1 prom inh = inhibitors of MITF-dependent TRPM1 promoter reporter, primary screen, cell-based, SK-MEL-5, single point, luciferase. SK-MEL-5 TRPM1 promoter luciferase, 24 h. inhibition, % at 12.5 µM. 330,000 compounds, 0.83% hits. AID 488899, 2010;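 active means mean inhibition across replicates of 60% or more, whatever share of single replicates reaches that level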; further: values of inactives mirror those of a sister screen read the other way
Peg3 promoter = Peg3 promoter-driven luciferase inhibitors, primary screen, cell-based, HeLa, luciferase luminescence | HeLa PEG-Prom luciferase reporter, overnight | inhibition, % at 20 µM | 360,000 compounds, 1.7% hits;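 active means inhibition of at least 50% at 20 µM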
HIF-2a inh = HIF-2a reporter inhibitors, primary screen, luminescence, 786-0 RCC cells | inhibition, % at 18.8 µM | 786-0 RCC cells HIF-2a reporter, luciferase luminescence, overnight | 360,000 compounds, 0.72% hits;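 active means inhibition of the luminescence signal of 40% or more relative to plate controls, in a single-dose primary screen at 18.75 µM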
H9c2 protect = cardioprotection against H2O2-induced cell death, primary screen, uHTS, H9c2 cells, ATPLite luminescence; H9c2 cardiomyocytes, H2O2 injury protection, 2 h; 360,000 compounds, 0.63% hits; protection from H2O2 cell death, % at 20 µM; AID 588492, 2011;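 active means compounds giving at least 50% protection of heart cells from peroxide-induced death in the single-dose screen, raw or plate-pattern-corrected value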;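 further: 0% = DMSO wells with peroxide and 100% = DMSO wells without peroxide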
PDI turbidity = inhibitors of human PDI, primary screen, biochemical, turbidity, single point, plate reader. Protein disulfide-isomerase (Homo sapiens), P07237. PDI insulin aggregation turbidity, A650, 90 min. inhibition, % at 10 µM. 350,000 compounds, 0.052% hits;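 active means mean inhibition across replicates of 30% or more, whatever share of single replicates reach that level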;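 further: absorbance from insulin aggregation driven by PDI reduction with DTT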
Target sequence (P07237 whole entry, looked up): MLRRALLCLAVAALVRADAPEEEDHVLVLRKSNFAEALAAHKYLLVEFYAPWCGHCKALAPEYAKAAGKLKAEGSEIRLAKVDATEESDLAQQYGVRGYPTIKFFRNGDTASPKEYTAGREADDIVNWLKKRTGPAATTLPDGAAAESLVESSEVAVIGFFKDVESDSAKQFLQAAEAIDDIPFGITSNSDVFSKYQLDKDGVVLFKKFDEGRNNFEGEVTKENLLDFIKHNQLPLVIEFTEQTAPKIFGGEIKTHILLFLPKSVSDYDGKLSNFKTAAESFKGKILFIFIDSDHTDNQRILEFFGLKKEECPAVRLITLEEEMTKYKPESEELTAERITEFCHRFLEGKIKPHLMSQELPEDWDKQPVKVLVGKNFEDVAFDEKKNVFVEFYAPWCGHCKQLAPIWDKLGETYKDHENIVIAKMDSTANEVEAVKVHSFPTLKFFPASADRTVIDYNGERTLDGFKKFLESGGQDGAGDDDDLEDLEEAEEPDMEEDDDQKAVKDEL
NR2E3 ag-1 = inhibitors of NR2E3-RetCOR corepressor binding, primary screen, NR2E3 agonist project, biochemical, TR-FRET, GST-NR2E3, biotin-RetCOR | 1536-well | AID 2300, 2010 | inhibition of corepressor binding, % at 4.78 µM | 320,000 compounds, 0.12% hits | Photoreceptor-specific nuclear receptor (Homo sapiens), Q9Y5X4;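 active means percent inhibition above the cutoff of mean plus 3 SD of all tested compounds, set per screening campaign, cut at about 20% in these data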;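 further: 0% = DMSO wells and 100% = biotin wells as full block of FRET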
Target sequence (Q9Y5X4 whole entry, looked up): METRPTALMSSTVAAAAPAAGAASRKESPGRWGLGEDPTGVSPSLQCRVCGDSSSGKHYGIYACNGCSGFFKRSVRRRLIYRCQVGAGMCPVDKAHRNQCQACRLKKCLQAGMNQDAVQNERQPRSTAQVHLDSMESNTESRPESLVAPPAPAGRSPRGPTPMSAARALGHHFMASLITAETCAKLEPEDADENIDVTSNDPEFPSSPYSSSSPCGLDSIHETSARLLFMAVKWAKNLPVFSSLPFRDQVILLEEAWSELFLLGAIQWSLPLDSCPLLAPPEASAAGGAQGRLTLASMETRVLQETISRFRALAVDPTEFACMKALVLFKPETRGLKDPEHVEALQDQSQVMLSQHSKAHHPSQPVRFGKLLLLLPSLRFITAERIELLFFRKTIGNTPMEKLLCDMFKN
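system = GST-tagged NR2E3 plus biotinylated RetCOR corepressor | input = 1.35 nM GST-NR2E3 | also added = 7 nM biotin-RetCOR | schedule = 5 h incubation at 4 °C | measured by = TR-FRET with europium anti-GST and streptavidin-D2, 340 nm excitation | read-out = percent loss of FRET ratio relative to control wells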
HTR2A ag = mouse Htr2a agonists via beta-arrestin recruitment, primary screen, cell-based, luminescence | CHO-K1 mHTR2A beta-arrestin complementation; percent of 30 µM serotonin response | 360,000 compounds, 0.66% hits | activation, % at 7.6 µM | 5-hydroxytryptamine receptor 2A (Mus musculus), P35363;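 active means activation above a run cutoff, the mean activation of all tested compounds plus 3 SD, cut at about 14% in these data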;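 further: 0% = plate median of compound wells and 100% = 30 µM serotonin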
NR2E3 ag-2 = NR2E3 agonists in two-hybrid cells, primary screen, cell-based, luminescence, CHO-S, Gal4-NCOR/VP16-NR2E3; Photoreceptor-specific nuclear receptor (Homo sapiens), Q9Y5X4; luciferase; inhibition of corepressor binding, % at 3.98 µM; 360,000 compounds, 0.35% hits; AID 602229, 2012;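 active means inhibition above the mean of all tested compounds plus 3 SD, cut at about 70% in these data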;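 further: 0% = DMSO with NR2E3 transfected cells and 100% = cells lacking NR2E3 construct; higher means lower luciferase signal from less NR2E3 corepressor binding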
Shn3 3UTR inh = reduction of Shn3 3'UTR firefly luciferase signal, primary screen, Schnurri-3 inhibitor project, cell-based, Clone20 osteoblasts, set 2; Clone20 osteoblast Shn3 3'UTR firefly luciferase, 24 h; inhibition, % at 12.5 µM; 360,000 compounds, 0.52% hits;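 active means mean inhibition of at least 75% with every replicate also reaching 75%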;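 further: 0% = median of neutral control wells and 100% = pilot-screen positive control compound; some compounds past the cut are filed as inactive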
CaV13 FRET inh = Disruptors of the CACNA1D IQ motif to Ca2+-dependent inactivation inhibitor domain association, primary screening, Förster resonance energy transfer in intact living …. HEK cells, CFP/YFP FRET ICDI-IQ, plate reader, 10 min; percent FRET-ratio fall versus neutral wells. AID 743397. 340,000 compounds, 0.098% hits. inhibition, % at 12.3 µM;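 active means mean replicate inhibition of at least 30% and at least 1% of replicates passing that level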;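 further: 0% = median of the neutral control wells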
* marks the source's active call; other numbers are inactive results; . = not tested or not shown.

Preview (6 entries):
SMILES	iPSC survival up	TRPM1 prom inh	Peg3 promoter	HIF-2a inh	H9c2 protect	PDI turbidity	NR2E3 ag-1	HTR2A ag	NR2E3 ag-2	Shn3 3UTR inh	CaV13 FRET inh
Cc1cc(N/N=C/c2ccc(O)cc2)nc(NS(=O)(=O)c2ccccc2)n1	2.1	-6	10	54*	3	15	7	-2	-3	-15	-6
O=C(O)C1=CCC=CC1C(=O)O (centres undefined)	1.8	.	-16	11	3	12	.	8	-3	-21	-7
CCOc1ccc(Cl)cc1S(=O)(=O)N1CCC(C(=O)NCc2ccco2)CC1	-0.2	10	9	11	0	3	-2	3	0	22	-3
O=C(NCc1ccccc1Cl)c1ccc[nH]1	-0.6	3	8	7	-4	1	-2	-2	-10	5	-2
CC(=O)c1cn(CC(=O)Nc2ccccc2Cl)c2ccccc12	-0.8	14	20	24	-16	-5	0	2	29	79	-3
CN(CC(=O)NCCc1ccc(S(N)(=O)=O)cc1)CC(=O)Nc1ccccc1C(F)(F)F	-0.2	7	3	-3	1	-2	.	-2	-32	-3	-4

Results (from the top)
SMILES	iPSC survival up	TRPM1 prom inh	Peg3 promoter	HIF-2a inh	H9c2 protect	PDI turbidity	NR2E3 ag-1	HTR2A ag	NR2E3 ag-2	Shn3 3UTR inh	CaV13 FRET inh
Cc1cc(N/N=C/c2ccc(O)cc2)nc(NS(=O)(=O)c2ccccc2)n1	2.1	-6	10	54*	3	15	7	-2	-3	-15	-6
O=C(O)C1=CCC=CC1C(=O)O (centres undefined)	1.8	.	-16	11	3	12	.	8	-3	-21	-7
CCOc1ccc(Cl)cc1S(=O)(=O)N1CCC(C(=O)NCc2ccco2)CC1	-0.2	10	9	11	0	3	-2	3	0	22	-3
O=C(NCc1ccccc1Cl)c1ccc[nH]1	-0.6	3	8	7	-4	1	-2	-2	-10	5	-2
CC(=O)c1cn(CC(=O)Nc2ccccc2Cl)c2ccccc12	-0.8	14	20	24	-16	-5	0	2	29	79	-3
CN(CC(=O)NCCc1ccc(S(N)(=O)=O)cc1)CC(=O)Nc1ccccc1C(F)(F)F	-0.2	7	3	-3	1	-2	.	-2	-32	-3	-4
CCOC(=O)C1CCN(C(=O)c2ccc(OCC(=O)N3CCOCC3)c(OC)c2)CC1	0.5	6	-2	14	-8	0	0	-10	-20	-23	-6
O=C(NCc1cc(C(F)(F)F)ccc1Cl)c1cccc2c1C(=O)c1ccc(N3CCC(N4CCCCC4)CC3)cc1S2(=O)=O	-5.2	.	99*	92*	-34	0	.	-5	-8	76	-32
CC(C)C[C@H]1CNC(=S)N1C[C@H]1CCCN1C[C@H](CC(C)C)N1C[C@H](CC(C)C)N(CCc2ccccc2)C1=S	-1.3	.	-5	-15	-9	.	.	6	34	8	-5
CC(=O)c1ccc(-n2c(CCC(=O)O)ccc2-c2ccccc2)cc1	-0.5	15	20	-14	1	4	2	-12	-22	1	-2
CCn1c(O)c(N=NC(=O)C(O)c2ccccc2)c2ccccc21 (centres undefined)	1.7	7	-5	13	1	6	-3	3	6	-1	-16
CCOc1ccccc1/C=N/NC(=O)Cc1csc(Nc2cccc(C(F)(F)F)c2)n1	-0.1	9	5	7	-29	-4	-1	0	-13	10	.
COc1ccc(-c2cc(-c3ccccc3O)[nH]n2)cc1OC	-1.4	-72	-277	-308	2	5	1	1	-124	-142	-5
O=C1c2ccccc2C(c2nnnn2-c2ccc3c(c2)OCCO3)N1CCc1c[nH]c2ccccc12 (centres undefined)	0.3	.	.	-38	.	.	.	7	-9	.	-7
C/C(N)=C(/C#N)C(=O)COC(=O)c1cc(-c2cccc3ccccc23)nc2ccccc12	0.9	3	13	13	8	1	-1	0	6	5	-3
CCOC(=O)c1ccc(NC(=O)C(=O)NCc2ccco2)cc1	0.0	-8	-18	-3	-1	1	0	0	-13	-14	-4
O=C(O)CC(C(=O)Nc1ccc(Cl)c(Cl)c1)C1CCCO1 (centres undefined)	-1.5	15	11	1	6	-5	5	7	6	-19	-8
O=C1NC2(CCN(Cc3ccccc3)CC2)Oc2ccccc21	-2.4	1	14	16	37	4	-2	0	16	18	7
O=C1CCN(CCc2ccccc2)CCN1[C@H](CO)Cc1ccccc1	4.1	2	1	8	8	7	0	-9	6	-9	-10
Cc1ccccc1OCCn1c(=O)sc2ccccc21	4.7	-14	-51	-95	-15	12	1	-2	-28	-11	-6
Nc1[nH]c(C(=O)c2ccccc2)c(-c2ccc(Cl)cc2Cl)c1C(=O)c1ccc(Cl)c(Cl)c1	-0.2	.	.	22	.	.	.	-1	5	.	-8
Nc1ccc(N2CCCCC2)c(S(=O)(=O)Nc2ccc(Cl)cc2)c1	1.3	5	12	20	-10	-7	1	-6	-25	0	-13
CCCCCc1ccc(-c2nnc(N)s2)cc1	2.3	-29	-221	-197	-7	-2	1	-2	-92	-32	-3
Cc1ccccc1NS(=O)(=O)c1ccc(C(=O)N2CC(C)OC(C)C2)cc1 (centres undefined)	0.1	0	4	1	-5	-9	3	4	2	-7	-1
COc1ccc(C2=NN(C(N)=S)C(c3ccccc3)C2)cc1 (centres undefined)	0.5	-24	-68	-97	-4	9	-1	0	-33	-20	-5
CCc1nn(CC(=O)Nc2ccc(Br)c(C)c2)c(=N)s1	-0.5	-13	-13	-16	-3	1	1	5	-23	2	-5
Cc1ccc(C(=O)COC(=O)c2nc(Cl)ccc2Cl)cc1	1.0	5	-3	13	-2	2	.	-4	-4	-12	-6
Cc1ccc(C)c(S(=O)(=O)N2CCN(C(=O)Cc3ccc(S(=O)(=O)N4CCOCC4)s3)CC2)c1	-0.4	6	19	5	-3	1	-2	-2	10	29	-16
CCc1ccc(S(=O)(=O)N/N=C\c2cn(CC(N)=O)c3ccccc23)cc1	0.5	3	17	-5	-2	-3	.	3	5	-3	-2
COC(=O)c1c(NC(=O)c2ccccc2)sc2c1CC(C)(C)NC2(C)C	-1.7	-3	7	-12	10	2	1	-2	3	-4	-6

Fetched by structure from above:
SMILES	iPSC survival up	TRPM1 prom inh	Peg3 promoter	HIF-2a inh	H9c2 protect	PDI turbidity	NR2E3 ag-1	HTR2A ag	NR2E3 ag-2	Shn3 3UTR inh	CaV13 FRET inh
Cc1ccccc1OCCn1c(=O)sc2ccccc21	4.7	-14	-51	-95	-15	12	1	-2	-28	-11	-6
O=C(O)CC(C(=O)Nc1ccc(Cl)c(Cl)c1)C1CCCO1 (centres undefined)	-1.5	15	11	1	6	-5	5	7	6	-19	-8

The results go on.
SMILES	iPSC survival up	TRPM1 prom inh	Peg3 promoter	HIF-2a inh	H9c2 protect	PDI turbidity	NR2E3 ag-1	HTR2A ag	NR2E3 ag-2	Shn3 3UTR inh	CaV13 FRET inh
Clc1cccc(-c2nc3ccc(Br)cn3c2Cc2ccccc2)c1	-0.1	.	-158	-253	-3	.	.	9	-43	-10	-4
Cc1nnc(SCc2ccc(CC(=O)O)cc2)o1	3.2	10	17	12	-3	-1	3	1	-10	5	-5
CCOc1ccc(NC(=O)CN(C)C(=O)c2cc(-c3cccs3)nn2-c2ccccc2)cc1OCC	1.0	18	-3	9	-4	3	2	2	-11	6	-6
Cc1ccc(Cc2nnc3n(-c4ccccc4)nc(C(=O)c4ccccc4)n3c2=O)cc1	-0.8	8	32	24	2	-5	4	-2	-34	28	-3
COc1cc(C)c(NC(=O)COc2ccc3c(c2)CCC3)cc1OC	-0.3	4	-4	-27	-18	1	2	2	2	12	-5
CCCCCCCCCCCCN1[C@@H](CC(=O)O)c2cc(F)ccc2S1(=O)=O	-1.8	-1	-22	-5	-5	-2	0	5	95*	-16	-5
O=C(NCCCN1CCCC1=O)c1cccc(S(=O)(=O)Nc2ccc(F)cc2)c1	0.5	1	-2	4	-1	-2	3	-3	-4	-20	-6
Cc1cccc(NC(=O)Nc2ccc(F)cc2)n1	0.1	-39	-176	-258	-11	-1	0	-4	-72	-21	-5
COc1ccccc1C(=O)NCc1nnc(SC(C)C(=O)Nc2nccs2)n1C (centres undefined)	-0.3	20	8	15	5	-5	3	-2	-27	-9	-4
COc1ccc(N(CC(=O)NCc2ccco2)C(=O)CCC(=O)Nc2nccs2)c(OC)c1	0.2	2	-16	15	2	-4	4	-3	0	3	-2
COc1cc2cc(C[C@H](C)O)oc(=O)c2cc1OC	4.1	5	-3	6	10	1	2	0	12	-26	-6
CNc1ccc2c3c(cccc13)C(=O)N(C)C2=O	2.3	-18	-8	4	13	-5	-7	6	-32	19	-10
COc1ccc2[nH]c(=O)c(CN(CCCN(C)C)C(=O)Nc3ccc(F)cc3)cc2c1	-1.4	-7	-10	-5	41	-4	0	11	5	5	.
COc1ccc(NC(=O)CCSc2nnc(C)s2)cc1	-0.7	-10	-9	-7	2	12	-1	8	14	-11	0
Cc1c(C)n(-c2ccc(Cl)cc2)c2ncnc(N)c12	-0.4	0	-36	-40	-3	-7	-1	7	-25	-19	-4
O=C(CSCc1ccccc1)Nc1cccc(F)c1	-0.1	-95	-259	-171	-10	4	-1	1	-20	-29	-2
CCOCCCNC(=O)CN(c1cc([N+](=O)[O-])ccc1OC)S(C)(=O)=O	0.6	5	15	16	-2	2	1	2	17	-8	-3
COc1ccc(/C=N/N2C(C)CCCC2C)cc1OC (centres undefined)	-0.2	3	15	7	-1	-11	-2	1	20	-5	-21
O=C(CSc1ccc(-c2ccco2)nn1)NCc1ccccc1Cl	4.6	-11	1	-7	0	-3	3	1	3	-3	-9
Cc1ccc(NC(=O)CN2C(=O)NC3(CCc4ccccc43)C2=O)cc1S(=O)(=O)N1CCCCC1 (centres undefined)	0.1	-5	5	16	-5	-2	0	1	-40	9	-4
